# IEC-6 tox: cytotoxicity in IEC-6 intestinal epithelial cells, primary screen, cytotoxicity control for KLF5 inhibitor project, cell-based, luminescence. IEC-6 cytotoxicity, luminescence viability. AID 1825, 2009. inhibition, % at 5 µM. hit rate 0.78% among 290,000; in the data active = inhibition above about 22%;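 note: 0% = plate median of test compound wells and 100% = cytotoxic reference compound wells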
# Platelet DG rel: inhibitors of platelet dense granule secretion, primary screen, cell-based, MLPCN, human platelets. human platelet-rich plasma, SFLLRN dense granule ATP release, luminescence. inhibition, %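 (compounds screened at 7.5 µM in platelet-rich plasma)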. hit rate 0.22% among 300,000. AID 1663, 2009;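 active = mean replicate score, as percent of positive control, at or above 50; inconclusive = mean below 50 but at least one replicate at or above 50; inactive = mean and every replicate below 50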
# HIF act: HIF pathway transcriptional activators, primary screen, cell-based, U2OS HRE-luciferase, luminescence | U2OS HRE-luciferase reporter; normalized: DMSO 0%, desferrioxamine 100% | activation, % at 7.5 µM (by protocol) | hit rate 0.32% among 300,000;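 active = mean activation of at least 10% of the iron chelator positive control signal, with at least half of replicates also reaching 10%; inconclusive = mean and replicate majority disagree about reaching 10%; inactive = mean and most replicates under 10%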
# HSF1 inhib: HSF1 inhibitors in luciferase reporter cells, primary screen, cell-based, NIH3T3, luminescence; NIH3T3-HGL HSE-luciferase, MG132-induced, luminescence 8 h; active compounds read low; activity change, negative = inhibition, % at 7.5 µM (by protocol); AID 2098, 2009; hit rate 0.77% among 300,000;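 active = more than half of replicate wells show activity change below -50%, luminescence cut by over half; inconclusive = some wells, but at most half, below -50%; inactive = no replicate well below -50%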;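 note: luciferase reports HSF-1 transcriptional activity via heat shock element; 0% = median of DMSO wells and -100% = zero luminescence signal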
# AI-2 QS mod: Vibrio harveyi AI-2 quorum sensing modulators, primary screen, JMH597 strain, luminescence/OD600 ratio; Vibrio harveyi JMH597 AI-2 luminescence/OD600 ratio, 9 h; active compounds read low; strain lacks LuxN and CqsS sensors; 0 = neutral-control median; activity change, % at 7.5 µM; hit rate 0.4% among 300,000; AID 2094, 2009; in the data active = activity change below about -75%, passing the limit was not always enough; inconclusive = no clear call, values can overlap the other calls;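 note: luminescence divided by OD600 gain over 9 h not by final OD600 alone; inactives centre near 13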
# aSyn UTR inh: MLPCN primary screen, SNCA 5' untranslated region; alpha-synuclein 5'UTR reporter, inhibitor activity; inhibition, % (tested at 7.5 µM); hit rate 0.82% among 300,000; in the data active = inhibition above about 60%; inconclusive = no clear call, values can overlap the other calls;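 note: H4 neuroglioblastoma cells stably carrying SNCA 5'UTR luciferase fusion; 0% = DMSO wells and 100% = positive control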
# KLF5 inh: KLF5 expression inhibitors, primary screen, DLD-1 cells, luminescence. AID 1700, 2009. DLD-1 KLF5 promoter-luciferase reporter. hit rate 0.23% among 290,000. inhibition, % at 5 µM;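 active = inhibition above a per-plate limit of that plate's mean compound inhibition plus 3 SD, cut at about 60% in these data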;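 note: 0% = DMSO wells and 100% = LY294002 at 200 µM; higher means less KLF5 promoter-driven luciferase light; inactives centre near -14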
# HSF-1 act: HSF-1 activators, primary screen, NIH3T3-HGL cells, MG132 stress, luminescence, single point; activation, % at 9 µM; hit rate 1.7% among 300,000; NIH3T3-HGL HSF-1 luciferase reporter, 8 h; 100% = twice DMSO control signal;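 active = mean replicate activation of at least 50% with a set share of replicates each reaching 50%; inconclusive = only one of those two conditions met; inactive = mean below 50% and too few replicates reaching it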;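 note: 0% = median of the neutral control wells and 100% = twice that signal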
# SKKanGAS inh: S. pyogenes SKKanGAS growth inhibitors in kanamycin, primary screen, streptokinase expression inhibitor project, SKKanGAS strain, BacTiter-Glo luminescence. inhibition, % at 7.5 µM. 6 h. hit rate 1.3% among 300,000. AID 1662, 2009;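 active = mean replicate score, as percent of positive control median, at least 50; inconclusive = mean below 50 but one replicate at or above 50; inactive = mean and every replicate below 50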;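 note: strain carries kanamycin resistance gene driven by streptokinase promoter and grows in 40 µg/ml kanamycin; loss of luminescence reflects streptokinase promoter inhibition or plain growth inhibition; 0% = median of DMSO wells and 100% = positive control at its reference dose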
# HSP90 refold inh: HSP90 inhibitors, primary screen, cell lysate, luminescence; Heat shock protein HSP 90 (rabbit reticulocyte lysate; luciferase refolding); Rabbit reticulocyte lysate, luciferase refolding luminescence, 3 h; inhibition, % at 5.6 µM; hit rate 0.91% among 290,000; AID 1789, 2009;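 active = inhibition above the screen-wide mean plus 3 SD, computed separately per campaign, cut at about 16% in these data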;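 note: 0% = DMSO wells and 100% = 60 µM geldanamycin wells; inhibitors lower the luminescence because luciferase stays unfolded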
# * hit, by the source's call; ? = inconclusive; . = not tested or not shown.
compound,IEC-6 tox,Platelet DG rel,HIF act,HSF1 inhib,AI-2 QS mod,aSyn UTR inh,KLF5 inh,HSF-1 act,SKKanGAS inh,HSP90 refold inh
CCOc1ccc(/C=C2\SC(N3CCCCC3)=NC2=O)cc1,1,-14,-14,1,44,-46,-63,12,0,-5
O=C(NCc1cccnc1)c1cnc2n(c1=O)CCS2,2,4,0.2,-5,13,-6,6,0,8,0
O=C(CSCc1c(F)cccc1Cl)NCCSCc1ccco1,-1,9,0.1,-2,8,-26,-9,5,1,1
CCOC(=O)C1=C(c2ccccc2)NC(=O)NC1c1ccc(OC)cc1OC (stereo unspecified),-2,-13,0.1,2,4,-9,-14,26,15,3
O=C(COc1ccc(S(=O)(=O)N2CCCCC2)cc1)NCc1ccncc1,-3,-2,0.4,-5,2,-10,-4,2,0,-3
CCOC(=O)c1c(C)c(C(=O)NCc2ccc(OC)cc2)c(C)n1C,-3,2,-0.3,-8,-2,4,4,8,-1,-7
COc1ccccc1C(=O)COC(=O)Cn1[nH]c(=O)c2ccccc2c1=O,.,12,-0.5,0,8,-10,.,-2,0,.
O=C(N/N=C/c1ccccc1[N+](=O)[O-])c1ccc2c(c1)OCCO2,-2,41,-1.6,14,20,5,-12,26,-15,22*
O=C(O)c1cc(NN=C2CCN(Cc3ccccc3)CC2)ccc1Cl,2,-4,2.9,-5,32,-202,1,-3,1,0
Cc1nc(NCCc2ccccc2)c2nnn(Cc3ccccc3Cl)c2n1,2,9,0.8,-9,8,29,-21,13,4,-1
CCCC(=O)N1CCN(Cc2nc3cc([N+](=O)[O-])ccc3n2C)CC1,0,-1,-14,-12,7,-1,6,-15,3,-1
CSCCC(NS(=O)(=O)c1ccc(Cl)cc1)C(=O)OCC(=O)NC1CC1 (stereo unspecified),-2,-13,-7.1,18,-1,-4,-13,43,0,-1
CCC(C)N1C(=O)CCC1C(=O)NCCc1ccc(Cl)cc1 (stereo unspecified),2,-6,-28,4,-4,-8,-36,1,-2,2
CCc1cccc(NC(=O)C2CCCN2S(=O)(=O)c2cccc3cccnc23)c1 (stereo unspecified),-1,-18,-0.2,1,4,10,20,15,-10,-1
COc1ccc(-n2c(CNC(=O)c3ccc(S(=O)(=O)N4CCCC4)cc3)n[nH]c2=S)cc1,6,8,0.4,-1,14,8,-51,-5,-2,5
Cc1ccc(-c2noc(C3CCCCC3)n2)cc1,-5,2,2.4,22,19,-187,-43,43,-1,-4
O=C(CN1C(=O)c2cccc3cccc1c23)Nc1cccnc1,-2,-5,0.1,-8,-73,-1,-28,-4,1,-2
CCSc1nnc(N2C(=O)C(O)=C(C(=O)c3ccco3)C2c2cccc(OC)c2)s1 (stereo unspecified),-6,-13,0.0,2,9,-13,-55,-4,-1,2
Cc1ccc(/C=N/NC(=O)c2cc3ccccc3cc2O)o1,0,0,-0.5,5,.,-29,-47,24,25,2
O=C1CCCN1c1ccc(S(=O)(=O)Nc2ccc3c(c2)OCCO3)cc1,79*,1,1.2,-7,28,-1,78*,-9,7,6
O=C1/C(=C/c2ccccc2)SC(=S)N1N1C(=O)C2CC2C1=O (stereo unspecified),0,-14,-0.3,13,25,3,-15,-1,-3,-5
CN(C)/C=N/c1nc2nccc(-c3ccccn3)n2n1,-10,-12,-0.1,-1,10,17,-11,-10,-1,-2
CCOC(=O)CC1C(=O)NCCN1C(=O)Nc1ccccc1 (stereo unspecified),1,13,-0.1,-7,0,3,-16,-23,3,-3
O=C(c1ccccc1)c1coc2ccc(O)c(Cl)c12,0,-7,1.3,2,-1,-96,-42,5,-5,1
CCn1c(=O)c(CCC(=O)NCC2CCCO2)c(C)c2c(C)nn(-c3ccccc3)c21 (stereo unspecified),10,-5,0.3,-1,8,-19,9,-4,-4,5

# Random excerpt: 7 records from the list, in no set order.
compound,IEC-6 tox,Platelet DG rel,HIF act,HSF1 inhib,AI-2 QS mod,aSyn UTR inh,KLF5 inh,HSF-1 act,SKKanGAS inh,HSP90 refold inh
COc1ccccc1C(=O)COC(=O)Cn1[nH]c(=O)c2ccccc2c1=O,.,12,-0.5,0,8,-10,.,-2,0,.
O=C(N/N=C/c1ccccc1[N+](=O)[O-])c1ccc2c(c1)OCCO2,-2,41,-1.6,14,20,5,-12,26,-15,22*
CCOc1ccc(/C=C2\SC(N3CCCCC3)=NC2=O)cc1,1,-14,-14,1,44,-46,-63,12,0,-5
O=C(COc1ccc(S(=O)(=O)N2CCCCC2)cc1)NCc1ccncc1,-3,-2,0.4,-5,2,-10,-4,2,0,-3
CCCC(=O)N1CCN(Cc2nc3cc([N+](=O)[O-])ccc3n2C)CC1,0,-1,-14,-12,7,-1,6,-15,3,-1
Cc1nc(NCCc2ccccc2)c2nnn(Cc3ccccc3Cl)c2n1,2,9,0.8,-9,8,29,-21,13,4,-1
O=C(CN1C(=O)c2cccc3cccc1c23)Nc1cccnc1,-2,-5,0.1,-8,-73,-1,-28,-4,1,-2

# Carrying on.
compound,IEC-6 tox,Platelet DG rel,HIF act,HSF1 inhib,AI-2 QS mod,aSyn UTR inh,KLF5 inh,HSF-1 act,SKKanGAS inh,HSP90 refold inh
COc1cccc(CNC(=O)C2CC(=O)N(C3CCCCC3)C2)c1 (stereo unspecified),3,-4,0.0,-11,-3,-4,-2,-2,-10,4
O=C(CSc1nnc(-c2cccnc2)s1)Nc1ccnc2ccccc12,7,10,0.1,-5,14,-11,-21,4,-2,5
CCOc1ccccc1C1C(C(=O)Nc2ccc(OC)cc2)=C(C)Nc2nc(CCCO)nn21 (stereo unspecified),2,2,-0.2,-9,27,-19,3,5,1,1
COC(=O)c1sc(C(F)(F)F)c(-c2ccccc2)c1S(=O)(=O)N1CCCC1,-2,-19,-0.2,16,11,-7,0,14,-7,0
Cc1[nH]c2c(Br)cccc2c1[C@H]1[C@@H](CC#N)C1(C)C,12,0,1.5,-3,3,-7,-24,6,14,2
COc1ccc(Br)cc1C(=O)Nc1ccc(N2CCCC2)cc1,11,-1,-1.9,-15,21,-28,-6,-27,-4,0
O=C(COC(=O)c1ccccc1O)Nc1ccc(OC(F)F)cc1,0,6,1.4,12,-2,-38,-62,17,-7,0
CCc1cccc2c(C=C(C#N)C#N)cn(CC(=O)N3CCCCC3)c12,2,0,-0.5,-6,11,12,-28,-9,4,1
Cn1nc(CC(=O)NCc2ccc(F)cc2)c2ccccc2c1=O,0,-10,0.1,7,15,0,-34,19,-2,-3
CC(C)=CCOc1ccc([C@@H]2COc3c(ccc4c3C=CC(C)(C)O4)C2)c(O)c1,.,1,-0.1,-40,41,39,.,-39,100*,.
COCC(O)CSc1c([N+](=O)[O-])nc(C)n1Cc1ccc(OC)c([N+](=O)[O-])c1 (stereo unspecified),-2,0,-0.2,-2,13,5,-12,-5,0,-1
COC(=O)c1cc(-c2ccc(OC)cc2F)nc2nc(SC)[nH]c(=O)c12,8,-30,0.1,-1,34,12,-25,6,?,-1
COc1ccc2c(c1)CC/C(=C\c1ccc(OC)c(Cn3cccn3)c1)C2=O,-2,-7,0.2,-6,20,-29,-56,9,8,3
CCOC(=O)CNC(=O)CSc1nnnn1-c1cc(C)ccc1C,-4,1,-0.3,-9,11,-5,9,-7,-5,-4
CCCCCC(=O)NN=C1CCN(Cc2ccccc2)CC1,-3,0,-0.1,-3,13,4,12,0,0,-1
COc1cc(CNCCO)ccc1OCCc1ccccc1,-1,-5,2.4,-13,18,-17,-9,-26,-2,1
Cn1c(SCC(=O)c2ccccc2)nnc1-c1cnccn1,1,23,2.2,24,4,-67,-56,31,-3,2
Cc1ccc2cccc(O)c2[n+]1[O-],-4,8,-0.3,6,9,-13,-32,28,5,1
Cc1cccc(N(C(=O)c2snc(C(N)=O)c2N)C(C(=O)NCc2ccccc2)c2ccncc2)c1 (stereo unspecified),-4,12,1.4,25,11,-28,-8,41,6,9
CC1=C/C(=C(/c2cc(C)c(O)c(Br)c2)c2ccccc2S(=O)(=O)O)C=C(Br)C1=O,7,8,-3.2,-8,-49,?,5,7,41,12
O=C(NC12CC3CC(CC(C3)C1)C2)N1CCCC(CO)C1 (stereo unspecified),-5,-36,-0.9,1,6,8,-18,13,-6,-4
O=C(c1ccoc1)N1CCCC(N2CCN(c3cccc(C(F)(F)F)c3)CC2)C1 (stereo unspecified),4,-12,-0.3,0,7,-1,8,-15,-1,0
CCOc1ccccc1NC(=O)CSc1nnc(-c2cnccn2)n1C,-2,-7,1.2,5,43,-9,-19,8,0,-1
CC(C)CN1CN(Cc2ccccc2)CNC1=S,-12,2,0.2,-4,18,17,-15,30,-12,-8
O=C(NC1CCCCCC1)C1CCN(S(=O)(=O)c2cnc[nH]2)CC1,-8,4,-0.2,0,20,9,4,2,.,-3

# Continued, overlapping the part above by two compounds.
compound,IEC-6 tox,Platelet DG rel,HIF act,HSF1 inhib,AI-2 QS mod,aSyn UTR inh,KLF5 inh,HSF-1 act,SKKanGAS inh,HSP90 refold inh
CC(C)CN1CN(Cc2ccccc2)CNC1=S,-12,2,0.2,-4,18,17,-15,30,-12,-8
O=C(NC1CCCCCC1)C1CCN(S(=O)(=O)c2cnc[nH]2)CC1,-8,4,-0.2,0,20,9,4,2,.,-3
CC(=O)c1ccc(-c2nc3c4ccccc4ccn3c2C(C)=O)o1,6,51*,0.4,-4,8,12,-14,9,1,0
CC(C)(C)NC(=O)NC(=O)CN1C(=O)NC(c2ccccc2)(c2ccccc2)C1=O,-4,-4,0.0,-5,-19,9,-30,10,-5,1
Cc1cc(C(=O)N2CCCC(N3CCN(c4cccc(C(F)(F)F)c4)CC3)C2)no1 (stereo unspecified),-5,17,-0.2,0,13,11,-21,-1,-6,-2
CC(=O)NS(=O)(=O)c1ccc(N=c2ssc3c2-c2cc(C)ccc2NC3(C)C)cc1,-4,0,2.0,0,14,-15,-32,15,34,0
CCOC(=O)C(NCc1ccc2c(c1)OCO2)(NC(=O)c1ccccc1)C(F)(F)F (stereo unspecified),2,-6,1.8,-5,23,-7,-27,-21,-2,-1

# Screening data deposited in PubChem BioAssay by several laboratories.
